Cycloheximide cs = counter-screen for Shiga toxin inhibitors: cycloheximide protein synthesis inhibition; cell reporter, cycloheximide protein synthesis inhibition counterscreen; max response, %; hit rate 12% among 300,000; AID 2314; in the data active means max response mostly above about 13%, no sharp cut-off; inactive means mostly below about 14%; further: read at 38.3 µM for the half of the compounds with a filed dose; 0% is about no effect
Pf growth 48h = inhibits P. falciparum growth in the first generation, 48 h; P. falciparum luciferase growth in erythrocytes, 48 h; Potency, µM (series often up to 28.7 µM), inactives show at the highest dose activity change, negative = inhibition, actives largely listed as inhibitors; hit rate 5.9% among 310,000; further: potency means the concentration at half of the fitted maximal effect; on the % scale 0 is the no-effect control and ±100 the full control effect
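Growth was read as firefly luciferase luminescence after a 48 h, 37 C, 5% CO2 exposure of compounds to reporter-bearing P. falciparum cultures (0.1% parasitemia, 2% hematocrit final) in Albumax-supplemented RPMI 1640.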
Shiga inhibitor = inhibitors of Shiga toxin in Vero cells; Vero cells, Shiga toxin protein synthesis inhibition reporter; inhibition, % at 38.7 µM; hit rate 9.2% among 290,000; AID 2315; in the data active means inhibition mostly above about 28%, no sharp cut-off; inactive means mostly below about 43%; further: 0% is about no effect
Pf growth 96h = P. falciparum growth inhibition at 96 hours | P. falciparum luciferase reporter growth, 96 h | AID 504834 | hit rate 6.9% among 320,000 | Potency, µM (top dose mostly 28.7 µM), for the others: at the highest dose activity change, negative = inhibition, usual class: inhibitors; further: potency means the concentration at half of the fitted maximal effect; on the % scale 0 is the no-effect control and ±100 the full control effect
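P. falciparum expressing integrated firefly luciferase, in erythrocytes at 2% hematocrit, 0.05% parasitemia, incubated with compounds 96 h at 37 C, 5% CO2. Growth inhibition read as loss of luminescence; two-generation exposure targets delayed-death apicoplast inhibitors.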
HCV inhibitor = HCV inhibition | hit rate 3.4% among 340,000 | AID 651820 | Potency, µM (highest dose often 41.8 µM), for the others: at the top dose activity change, negative = inhibition, most hits filed as inhibitors | Huh7.5.1 HCVcc-Cre infection, luciferase reporter, 44 h; further: potency means the concentration at half of the fitted maximal effect; on the % scale 0 is the no-effect control and ±100 the full control effect
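Compounds are dispensed onto cells plated 4 h earlier at 1,000 per well, with HCVcc-Cre virus (about 0.5 moi) added next. Following 44 h of culture, luminescent signal is measured for 15 sec after 15 min with substrate at room temperature.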
LmPK inh = blocks Leishmania mexicana pyruvate kinase activity; hit rate 0.37% among 290,000; AID 1721; Q27686; purified LmPK, Kinase-Glo ATP luminescence, 1 h; Potency, µM (top dose mostly 57.5 µM), inactives show at the highest dose activity change, negative = inhibition, actives largely listed as inhibitors; further: potency means the concentration at half of the fitted maximal effect; on the % scale 0 is the no-effect control and ±100 the full control effect
Target sequence (Q27686 whole entry, looked up): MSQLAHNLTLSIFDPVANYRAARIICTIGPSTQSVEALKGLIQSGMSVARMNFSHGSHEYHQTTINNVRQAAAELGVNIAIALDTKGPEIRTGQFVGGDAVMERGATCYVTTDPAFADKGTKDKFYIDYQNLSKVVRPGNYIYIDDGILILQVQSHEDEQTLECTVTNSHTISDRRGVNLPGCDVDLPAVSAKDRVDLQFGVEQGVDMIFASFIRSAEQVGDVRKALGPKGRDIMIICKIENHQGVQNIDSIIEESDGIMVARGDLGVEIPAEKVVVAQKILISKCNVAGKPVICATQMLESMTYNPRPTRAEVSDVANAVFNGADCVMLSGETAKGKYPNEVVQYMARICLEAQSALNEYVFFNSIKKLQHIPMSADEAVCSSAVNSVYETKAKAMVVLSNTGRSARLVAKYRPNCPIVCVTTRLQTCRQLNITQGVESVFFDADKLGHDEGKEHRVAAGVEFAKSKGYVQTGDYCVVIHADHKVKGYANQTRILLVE
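Screened at intermediate enzyme activity to detect both inhibitors and activators: LmPK at 0.1 nM, with a 0.5 nM enzyme column as activation reference. PEP 0.5 mM, ADP 0.1 mM; ATP detected by luminescence after 1 h.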
Tb PYK inh = blocks Trypanosoma brucei pyruvate kinase; Potency, µM (titrated, usually from 76.8 µM), for inactives: at the highest dose activity, negative = inhibition, usual class: inhibitors; AID 624173; hit rate 0.12% among 410,000; Q57TT1; TbPYK enzyme, Kinase-Glo Plus ATP luminescence, 45 min; further: potency means the concentration at half of the fitted maximal effect; on the % scale 0 is the no-effect control and ±100 the full control effect; nearly all actives have a fitted effect of over 50% in size
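Enzyme and substrate buffer are dispensed first and compound is pin-transferred. ADP at 130 uM final then starts the reaction, which runs 45 min at room temperature. Detection reagent is added for 10 min before luminescence is imaged.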
Starred values were filed as active, the others as inactive; ? = inconclusive; nt = no result given; + = active, no number; & = joins results of further samples; ! = a repeat was not active; [ ] = dose if it differs, or a comment. Unless noted, the call rests on the fitted dose curve; in most records, active means well fitted curve in the direction sought with a large enough effect; inconclusive means small, poorly fitted or top-dose-only effect, or another doubt; inactive means no such curve, though single readings can be large; an effect the other way counts as inactive or inconclusive.

Fields – Pf growth 96h	LmPK inh	Cycloheximide cs	Pf growth 48h	Tb PYK inh	Shiga inhibitor	HCV inhibitor
- Nn1c(COc2ccccc2)nnc1SCc1cc(=O)[nH]c2ccccc12
  139%[activator]	-9%	-1	0%	-1%	-1	13%
- NC1=NC(=O)/C(=C\c2ccco2)S1
  52%[activator]	10%	17*	0%	-22%	-5	13%
- O=C(NCCCn1ccnc1)/C(=C\c1cccnc1)NC(=O)c1cccc(Br)c1
  -1%	-2%	5	9%	4%	11	11%
- Cc1cc(NC(=O)COC(=O)c2c(C)nn(Cc3ccccc3Cl)c2C)no1
  -10%	-2%	-2	nt	6%	-13	6%
- COc1ccc(C(C)=O)cc1COc1ccc(-n2cnnn2)cc1
  nt	2%	-3	-13%	4%	30	10µM*
- O=C1[C@H]2CC3CCC2(O3)[C@@H]2OCCCN12 (stereo partly specified)
  64%[activator]	nt	nt	2%	-2%	nt	-1%
- c1ccc(-n2c(-c3ccco3)nnc2-c2ccco2)cc1
  nt	5%	-5	112%[activator]	-1%	-19	19%
- NC(=O)Cn1cnc2c(nnn2-c2cccc(Cl)c2)c1=O
  -30%	-8%	4	28%	-3%	-2	7%
- O=C(O)c1cc(NS(=O)(=O)c2ccc(N3CCOCC3)c([N+](=O)[O-])c2)cc(C(=O)O)c1
  71%[activator]	5%	-3	15%	-4%	-6	0%
- CC(C)CCNC(=O)c1c(N)n(Cc2ccc3c(c2)OCO3)c2nc3ccccc3nc12
  12µM*	9%	-2	nt	-1%	-10	2%
- CCOc1ccc(C(=O)NC2CC3CCCC(C2)N3CC(C)C)cc1 (stereo unspecified)
  ?	-6%	0	-9%	1%	-15	-14%
- CCOC(=O)C1C(=O)CC(C)(O)C(C(=O)OCC)C1c1cccc(OC(F)(F)C(F)F)c1 (stereo unspecified)
  ?	0%	-2	10µM*	-3%	13	0%
- Cc1ccc2nc(N3C(=O)C(O)=C(C(=O)c4cc5ccccc5o4)C3c3cccs3)sc2c1 (stereo unspecified)
  87%[activator]	-8%	62*	147%[activator]	-7%	98*	?
- O=C(CCCCn1c(=O)[nH]c2ccsc2c1=O)NCc1ccc2c(c1)OCO2
  46%[activator]	1%	2	nt	2%	-3	-4%
- CCOc1ccc(C(CC(=O)O)NC(=O)C(CC)c2ccccc2)cc1 (stereo unspecified)
  0%	-1%	3	0%	-9%	-4	19%

Exported tab-delimited: part of the list above.
structure	Pf growth 96h	LmPK inh	Cycloheximide cs	Pf growth 48h	Tb PYK inh	Shiga inhibitor	HCV inhibitor
Cc1cc(NC(=O)COC(=O)c2c(C)nn(Cc3ccccc3Cl)c2C)no1	-10%	-2%	-2	nt	6%	-13	6%
Cc1ccc2nc(N3C(=O)C(O)=C(C(=O)c4cc5ccccc5o4)C3c3cccs3)sc2c1 (stereo unspecified)	87%[activator]	-8%	62*	147%[activator]	-7%	98*	?

(further entries)
Fields – Pf growth 96h	LmPK inh	Cycloheximide cs	Pf growth 48h	Tb PYK inh	Shiga inhibitor	HCV inhibitor
- CCOc1ccccc1Nc1nnc(SCc2ccc(C(=O)OC)o2)s1
  ?	0%	-4	?	23%	-14	?
- CCOc1ccc2nc(SCC(=O)NCc3ccccc3)[nH]c2c1
  ?	-1%	-3	?	-4%	nt	-11%
- N#Cc1ccccc1OCC(=O)OCC(=O)NC1CC1
  -5%	nt	nt	-3%	-11%	nt	13%
- CC1CN(c2oc(-c3ccco3)nc2C#N)CC(C)O1 (stereo unspecified)
  ?	2%	3	4%	0%	-11	6%
- CCn1c(=O)c2cc(C(=O)NCCOC)sc2c2ccccc21
  -5%	0%	-2	3%	0%	-6	10µM*
- Cc1ccc(S(=O)(=O)N(CC(=O)Nc2ccc(C)c(Cl)c2)C(=O)N2CCN(C)CC2)cc1
  4%	nt	nt	-12%	-2%	nt	17%
- COc1ccc(N2CC(C(=O)N3CCN(c4ccccc4F)CC3)CC2=O)cc1 (stereo unspecified)
  27%	2%	-3	9%	-6%	-3	13%
- COc1ccc(NS(=O)(=O)c2ccc(NS(=O)(=O)c3cccc(C(=O)O)c3)cc2)cc1
  15%	-1%	-7	29%	1%	43	15%
- CCCn1c2ccccc2c2cnn(CC(=O)N3CCN(C4CCCCC4)CC3)c(=O)c21
  17%	-1%	0	24%	0%	14	8%
- CCN1C(=NCCN2CCOCC2)N[C@@H](c2ccccc2)C(C(=O)OC)=C1C
  1.1µM*!	-10%&-8%	-2&-2	3%&51%	1%	-3&-5	25%
- COc1ccc(C(=O)NC2CCc3ccccc32)cc1OC1CCN(C(C)=O)CC1 (stereo unspecified)
  13µM*	-6%	-3	?	-8%	-18	6%
- O=C(/C=C/c1ccco1)Nc1cccc(NC(=O)/C=C/c2ccco2)n1
  -11%	1%	33*	113%[activator]	-7%	103*	?
- CCOc1ccc(-n2c(SCC(=O)NCc3ccco3)nnc2-c2c[nH]c3ccccc23)cc1
  ?	8%	-1	?	3%	12	?
- CCN(CC)c1ccc(/C=N/N2CCN(Cc3ccc(Cl)cc3)CC2)c(O)c1
  ?	1%	-1	?	-4%	-12	2%
- Cc1nc(-c2nnc(SCC(=O)Nc3ccc(Cl)cc3)n2C)cs1
  16%	2%	1	-4%	0%	17	-20%

Full records, quoted from the list. Order of values: Pf growth 96h | LmPK inh | Cycloheximide cs | Pf growth 48h | Tb PYK inh | Shiga inhibitor | HCV inhibitor
COc1ccc(N2CC(C(=O)N3CCN(c4ccccc4F)CC3)CC2=O)cc1 (stereo unspecified) in the list: 27% | 2% | -3 | 9% | -6% | -3 | 13%
Cc1nc(-c2nnc(SCC(=O)Nc3ccc(Cl)cc3)n2C)cs1 in the list: 16% | 2% | 1 | -4% | 0% | 17 | -20%
CCN(CC)c1ccc(/C=N/N2CCN(Cc3ccc(Cl)cc3)CC2)c(O)c1 in the list: ? | 1% | -1 | ? | -4% | -12 | 2%
CCOc1ccc(-n2c(SCC(=O)NCc3ccco3)nnc2-c2c[nH]c3ccccc23)cc1 in the list: ? | 8% | -1 | ? | 3% | 12 | ?

Later entries
Fields – Pf growth 96h	LmPK inh	Cycloheximide cs	Pf growth 48h	Tb PYK inh	Shiga inhibitor	HCV inhibitor
- C[C@H](NC(=O)c1nc[nH]c1C(=O)NCCCCCN)C(=O)OC(C)(C)C
  72%[activator]	nt	nt	11%	-1%	nt	16%
- O=C(N/N=C/c1ccc([N+](=O)[O-])cc1)C(=O)N1CCCC1
  8%	-4%	-1	56%[activator]	-16%	19	10%
- Cc1noc(NS(=O)(=O)c2ccc(NC(=O)/C=C/c3ccc(C(C)C)cc3)cc2)c1C
  10µM*	2%	-2	33%[activator]	2%	16	-6%
- O=C(CSc1nc(NS(=O)(=O)c2ccccc2)cc(=O)[nH]1)Nc1ccccc1Cl
  ?	-1%	-5	2%	-6%	-1	?
- C=C(C)COc1ccc(-c2ncncc2-c2ccccc2)c(O)c1
  13µM*	-12%	-5	9.3µM*	1%	2	-19%
- Cc1nc2ncccn2c1-c1csc(Nc2ccccc2)n1
  6%	1%	13	3.3µM*	6%	22	11µM*
- COc1cccc(O)c1CN1CCC(C(=O)Nc2ccc(-c3cccc(C)c3)cc2)CC1
  4.1µM*	1%	1	4.1µM*	0%	22	1µM*
- O=C(CSCC(=O)N1CCCc2ccccc21)Nc1nc(-c2ccccc2)cs1
  -73%	2%	18*	29%	0%	33	?
- NC(=O)c1cc([N+](=O)[O-])c(Cl)cc1NCc1ccncc1
  42%[activator]	nt	nt	?	1%	nt	1%
- O=C(CCC(=O)c1cccs1)Nc1ccc(N2CCCCC2)cc1
  -12%	-3%	45*	103%[activator]	-2%	86*	24%
- CCC(C)(C)n1nnnc1C(c1ccc(O)cc1)N1CCc2ccccc2C1 (stereo unspecified)
  34%[activator]	7%	-3	-6%	31%[activator]	-2	33%[activator]
- CCCCCCCc1nc2nc(C)c(Br)c(=O)n2[nH]1
  -10%	?	-2	16%	-5%	5	23%
- Nc1c(/C=C2/C=CC(=O)C(O)=C2)c(=O)nc2sc(CC(=O)N3CCCC3)nn12
  1%	4%	6	-2%	0%	-9	-13%
- Cc1cc(NC(=O)CSc2nnc(-c3cccnc3)n2C)no1
  -26%	-1%	0	45%[activator]	6%	-2	5%
- CCOC(=O)c1ccc(S(=O)(=O)NNC(=O)COc2ccccc2C)cc1
  ?	1%	-4	20%	0%	-4	2%

(next part)
Fields – Pf growth 96h	LmPK inh	Cycloheximide cs	Pf growth 48h	Tb PYK inh	Shiga inhibitor	HCV inhibitor
- CCOC(=O)N1CCN(C(=O)c2oc3ccc(S(=O)(=O)N4CCOCC4)cc3c2C)CC1
  -6%	2%	8	?	-3%	-7	4%&14%
- Cc1c(C#N)c(N)c(C(=O)c2ccccc2)n1Cc1ccccc1
  -12%	-14%	-1	-16%	-2%	-21	9%
- N#CCC(=O)Nc1ccc(C(=O)OCC(=O)N2CCCC2=O)cc1
  67%[activator]	nt	nt	47%[activator]	-5%	nt	9%
- COc1cccc(NC(=O)c2cc([N+](=O)[O-])ccc2NC(=O)CNCC2CCCO2)c1 (stereo unspecified)
  29%	0%	-2	?	-1%	-3	?
- COc1ccc([C@]23Cc4ccccc4C(O2)C2=C(CC4(CCCCC4)OC2=O)O3)cc1
  ?	-6%[11.5 µM]	37*	?	nt	+	nt
- Cc1cc(OCC(=O)N2CCC(C(N)=O)CC2)c2c(C)cc(=O)oc2c1
  26%	0%	1	27%	-1%	-6	-6%
- CN1C(=O)N(C)C(=O)C2(Cc3cc([N+](=O)[O-])ccc3N(C)C2)C1=O
  -4%	-3%	-3	4%	6%	-3	6%

Source: PubChem (National Center for Advancing Translational Sciences (NCATS))
